HT1080 IDH1KD tx = HT-1080 IDH1 knockdown cell toxicity (counter line); AID 686971; HT-1080 IDH1 knockdown viability, ATP luminescence, 48 h; actives 2% (n = 360,000); Potency, µM (series often up to 46.1 µM), inactives show at the highest dose activity, negative = toxicity, actives largely listed as cytotoxic;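 note: potency is the fitted concentration of half-maximal effect; 0% = DMSO wells and -100% = cell-free medium wells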
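IDH1KD HT-1080 cells, 750/well, RPMI + 5% FBS; compound pinned after 2 h settling; 48 h, 37 °C; CellTiter-Glo luminescence; % activity normalised to DMSO and no-cell wells; curves fitted, classed by r2 and efficacy.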
D3 antag = antagonists of human D3 dopamine receptor | max response, negative = inhibition, % | P35462 | D3R cells, DiscoveRx beta-arrestin luminescence, antagonist mode; stronger effect = lower value | actives 2.5% (n = 360,000); in the data active = max response below about -50%; inconclusive = no clear call, values can overlap the other calls; note: % is set by controls: 0 for no effect and ±100 for the full control effect; mostly tested at two doses, the higher about 12 µM
Target sequence (P35462 whole entry, looked up): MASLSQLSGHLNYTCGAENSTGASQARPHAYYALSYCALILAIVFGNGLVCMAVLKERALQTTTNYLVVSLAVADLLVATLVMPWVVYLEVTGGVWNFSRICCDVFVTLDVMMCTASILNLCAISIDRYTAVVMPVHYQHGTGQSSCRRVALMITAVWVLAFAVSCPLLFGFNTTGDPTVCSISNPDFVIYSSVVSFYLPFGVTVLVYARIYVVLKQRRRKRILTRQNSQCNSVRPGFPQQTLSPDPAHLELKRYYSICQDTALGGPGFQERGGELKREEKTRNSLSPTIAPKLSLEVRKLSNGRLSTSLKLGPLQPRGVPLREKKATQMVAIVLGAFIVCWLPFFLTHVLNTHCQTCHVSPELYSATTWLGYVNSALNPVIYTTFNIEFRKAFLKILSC
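Cells expressing the human receptor were seeded at 1500 cells/well, incubated overnight at 37 degrees C in 5% CO2, then exposed to library compounds with dopamine controls for 90 minutes at 37 degrees C before luminescent detection.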
KB-3-1 cytotox = KB-3-1 parental cell cytotoxicity | KB-3-1 viability, CellTiter-Glo ATP luminescence, 72 h | Potency, µM (doses to about 46.1 µM), inactives show at the highest dose activity change, negative = cytotoxic, hits mostly cytotoxic | actives 1.4% (n = 400,000); note: potency is the fitted concentration of half-maximal effect; % is set by controls: 0 for no effect and ±100 for the full control effect; nearly all actives have a fitted effect of over 60% in size
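Viability of parental KB-3-1 cells, measured by CellTiter-Glo luminescence, followed a 72 h incubation at 37 °C with pinned compounds in phenol-red-free DMEM containing 10% FBS.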
KB-V1 MDR tox = KB-V1 MDR subline cytotoxicity | KB-V1 MDR cells viability, CellTiter-Glo, 72 h | Potency, µM (highest dose often 46.1 µM), inactives show top-dose activity change, negative = cytotoxicity, usual class: cytotoxic | actives 3.4% (n = 400,000) | AID 1347076; note: potency is the fitted concentration of half-maximal effect; % is set by controls: 0 for no effect and ±100 for the full control effect; nearly all actives have a fitted effect of over 60% in size
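Cytotoxicity via CellTiter-Glo luminescence after 72 h compound exposure at 37 degrees C. Cells: drug-selected KB-V1 line, DMEM phenol-red free plus 10% FBS. Compounds tested at multiple concentrations; normalized data fitted to concentration-effect curves.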
GLP-1R agonist = activates the human GLP-1 receptor | P43220 | HEK293 GLP-1R CRE-luciferase, luminescence, 4-6 h; cells express a hypersensitive GLP-1R form | Potency, µM (top dose mostly 45.6 µM), for inactives: at the highest dose activation, most hits filed as activators | actives 0.007% (n = 380,000) | AID 624172; note: potency is the fitted concentration of half-maximal effect; % of control where 0% means no effect
Target sequence (P43220 whole entry, looked up): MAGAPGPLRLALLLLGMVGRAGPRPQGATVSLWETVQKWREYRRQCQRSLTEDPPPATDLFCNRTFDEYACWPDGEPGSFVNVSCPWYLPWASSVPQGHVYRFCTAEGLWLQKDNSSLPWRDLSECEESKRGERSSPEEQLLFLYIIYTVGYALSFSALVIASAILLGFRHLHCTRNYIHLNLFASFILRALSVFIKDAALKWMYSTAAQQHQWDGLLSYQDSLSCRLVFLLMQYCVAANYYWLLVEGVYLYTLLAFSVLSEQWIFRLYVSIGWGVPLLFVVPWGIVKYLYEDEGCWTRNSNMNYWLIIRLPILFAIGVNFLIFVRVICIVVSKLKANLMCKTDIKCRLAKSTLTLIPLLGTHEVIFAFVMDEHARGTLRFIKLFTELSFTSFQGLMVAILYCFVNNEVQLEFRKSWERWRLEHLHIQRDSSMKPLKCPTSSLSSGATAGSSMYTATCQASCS
IL1B secr inh = blocks inflammasome-driven IL-1 beta release | THP-1 LPS/ATP IL-1B secretion, AlphaLISA, 16 h; stronger effect = lower value | activity change, % at 57.5 µM | actives 4.7% (n = 360,000) | AID 743279; in the data active = activity change below about -50%; inconclusive = mostly about -30% to -49%; note: % is set by controls: 0 for no effect and ±100 for the full control effect
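THP-1 cells pretreated 1 hr with compounds (up to 57.5 uM final), then stimulated with LPS (250 ng/mL final) plus ATP (1.25 mM final); secreted IL-1B measured by AlphaLISA after 16 hr, decreased signal indicating inhibition.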
SW480 rerep = inducers of DNA re-replication in SW480 colon cancer cells. SW480 DNA re-replication, Hoechst DNA content imaging, 48 h. Potency, µM (top dose mostly 46.1 µM), for inactives: top-dose re-replication activation, actives largely listed as activators. actives 1.8% (n = 340,000). AID 624297; note: potency is the fitted concentration of half-maximal effect; % of control where 0% means no effect; nearly all actives have a fitted effect of over 55% in size
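Compounds, transferred as 23 nL by pin tool, were incubated with cells for 48 hr; DNA content per nucleus was then quantified by Hoechst staining and fluorescence plate imaging.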
HT1080-NT tox = kills 2HG-producing HT-1080-NT fibrosarcoma cells; HT-1080-NT fibrosarcoma viability, CellTiter-Glo ATP luminescence, 48 h; Potency, µM (top dose mostly 46.1 µM), for inactives: top-dose activity, negative = less viability, hits mostly cytotoxic; actives 1.6% (n = 360,000); AID 686970;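 note: NT is the 2HG producing partner of a matched IDH1 knockdown line; potency is the fitted concentration of half-maximal effect; 0% = DMSO-treated cells and -100% = media-only wells without cells; nearly all actives have a fitted effect of over 55% in size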
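HT-1080-NT; 750 cells/well; 5% FBS RPMI; 48 h compound, 37 degrees C; CellTiter-Glo luminescence; curve fitting and curve-class assignment.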
D3 ag = agonists of human D3 dopamine receptor; actives 0.58% (n = 410,000); P35462; max activation, %; D3R DiscoveRx beta-arrestin cells, luminescence, 90 min; AID 652048; in the data active = max activation above about 30%; note: 0% is about no effect; mostly tested at two doses, the higher about 12 µM
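Agonist-mode cell screen: cells plated at 1500/well and incubated overnight at 37 °C, then exposed to library compounds for 90 min at 37 °C. Detection reagent was added for 30–60 min at room temperature, and luminescence was read.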
* = called active by the depositor; ? = inconclusive; · = no result given; [ ] = dose if it differs, or a comment. Unless noted, calls come from the whole dose curve; as a rule, active = well fitted curve in the direction sought with a large enough effect; inconclusive = small, poorly fitted or top-dose-only effect, or another doubt; inactive = no such curve, though single readings can be large; an effect the other way counts as inactive or inconclusive.

no. | mol | HT1080 IDH1KD tx | D3 antag | KB-3-1 cytotox | KB-V1 MDR tox | GLP-1R agonist | IL1B secr inh | SW480 rerep | HT1080-NT tox | D3 ag
1 | COc1ccccc1NC(=O)N1CCCC1C(=O)Nc1ccc2c(c1)OCCO2 (stereo not given) | 9% | -17 | 3% | 3% | 15% | 20 | 2% | 5% | -11
2 | C/C(=N\NC(=O)c1cccc(S(=O)(=O)Nc2cccc(Cl)c2)c1)c1cccs1 | ? | -4 | -21% | -24% | 11% | -5 | 0% | ? | 13
3 | CN1CCN(S(=O)(=O)c2ccc3ccccc3c2)CC1 | -3% | 7 | 10% | 11% | -6% | -3 | ? | -1% | 6
4 | O=C(NCCCN1CCOCC1)c1cc(-c2ccc(F)cc2)nc2ccccc12 | -9% | 10 | -20% | -29% | 2% | -27 | -24% | 4%[9.24 µM] | -1
5 | COc1ccc(C2=NN3C(C2)c2ccccc2OC3c2cccs2)cc1 (stereo not given) | -7% | -7 | -3% | ? | 3% | -10 | -1% | -18% | -6
6 | O=C(COC(=O)CCC(=O)c1cccs1)NCc1ccccc1 | 6% | 8 | -1% | 3% | 1% | 13 | 23% | 4% | 1
7 | Cc1cc(NC(=O)CSc2nc3c(c(=O)n2CCc2ccccc2)SC(C)C3)no1 (stereo not given) | 3% | 0 | -2% | -1% | 2% | -24 | 1% | 7% | 0
8 | O=S(=O)(c1cccc(Br)c1)N1CCN(CCc2ccccc2)CC1 | -11% | 12 | -11% | -29% | 14% | -11 | 10% | -10% | 0
9 | O=C(/C=C/c1ccc(Cl)cc1)N1CCN(c2c(Cl)cccc2[N+](=O)[O-])CC1 | -24% | -11 | -3% | 0% | 10% | -76* | 11% | -29% | -6
10 | CCOc1nc(-c2ccc(OC)cc2)ccc1-c1noc(-c2ccncc2)n1 | -2% | -10 | 1% | 2% | -7% | -3 | -8% | 1% | -29
11 | CCC(C)NC(=O)C1c2ccccc2C(=O)N1Cc1cc(OC)ccc1OC (stereo not given) | 11% | -7 | -5% | 7.3µM* | -2% | 1 | 1% | 9% | 1
12 | CCOc1ccc(C2NC(=O)C(C#N)=C(S)N2c2ccc(OC)cc2)cc1OC (stereo not given) | -5% | -68* | 3% | 15% | 3% | 1 | 0% | 0% | 0
13 | CSc1ccc(/C=c2\s/c(=C\C(=O)C(C)(C)C)n(CC(=O)NCCC3=CCCCC3)c2=O)cc1 | 20% | 4 | -1% | 23% | 10% | ? | 2% | 20% | 6
14 | O=C(O)c1cc(/C=N\O)ccc1OCc1ccccc1 | 17% | 11 | -14% | 3% | -13% | 5 | -16% | 15% | 2
15 | CC(C)(C)NC(=O)c1ccccc1NC(=O)C1CC(=O)N(C2CCCCC2)C1 (stereo not given) | -3% | -11 | 18% | -28% | 1% | -3 | -16% | -2% | -3
16 | CSCCC(NC(=O)c1ccccc1Cl)C(=O)Nc1ccncc1 (stereo not given) | 2% | 25 | 5% | 9% | 5% | 8 | -96%[inhibitor] | 3% | 1
17 | O=C(O)COc1ccccc1C=NNc1ccc([N+](=O)[O-])cc1S(=O)(=O)Nc1ccc(Cl)cc1 | -8% | -4 | 29% | 19% | -2% | 7 | -3% | -1% | 1
18 | CCc1nnc(NC(=O)c2cc([N+](=O)[O-])ccc2N2CCOCC2)s1 | 10% | -8 | 16% | -3% | 15% | -4 | -7% | 9% | -2
19 | COc1ccc(CC2=C(O)c3ccccc3C(=O)C2=O)cc1 | ? | ? | -15% | 13% | -5% | 14 | 1% | ? | -13
20 | Nc1ccc(-c2nc3cc(N)ccc3o2)cc1 | -3% | -13 | 11% | 0% | 4% | -54* | -6% | -7% | 5
21 | CCOC(=O)C1(CC2CCCCO2)CCN(S(=O)(=O)c2ccc(C)s2)CC1 (stereo not given) | 9% | 18 | -1% | 6% | -1% | 19 | -3% | -1% | 5
22 | CCOc1ccc(-n2c(=O)c3sccc3n(CC(=O)NC3CCCCC3)c2=O)cc1 | 13% | -5 | -11% | -13% | 10% | 22 | -10% | 0% | 1
23 | C[C@@H](NC(=O)[C@@H]1Cc2ccccc2CN1)C(=O)NCC1CCCO1 (stereo not given in full) | -2% | -3 | 1% | -15% | -3% | 11 | 1% | -6% | 1
24 | CCOc1ccc(CCNC(=O)c2ccc(Cl)c(S(=O)(=O)N3CCOCC3)c2)cc1OCC | -6% | 18 | -10% | ? | 9% | 34 | ? | -10% | 11
25 | Cc1ccc(-c2n[nH]c3c2C(c2cccs2)N(c2ccc(Cl)cc2)C3=O)cc1 (stereo not given) | · | · | ? | 0% | -13% | · | · | · | 4
26 | c1ccc(-c2csc(Nc3cccnc3)n2)nc1 | ? | ? | 1% | -20% | 1% | -2 | -15% | -14% | -21
27 | Cc1cc2nncn2c(Cc2ccccc2)n1 | 0% | 24 | 13% | 2% | 25% | 14 | -3% | 5% | 8
28 | Cc1cc(Br)ccc1NC(=S)NC1CCCC1 | -11% | -10 | 3% | -16% | 1% | 1 | -11% | -1% | -4
29 | Cn1cc(CN2C[C@H]3CC[C@H]2C3)c(-c2ccccc2F)n1 | 2% | 1 | 0% | -2% | -7% | -16 | 3% | 0% | 2
30 | Cc1ccc(C)c(NC(=O)CN(C)C(=O)c2cc(-c3cccs3)nn2-c2ccccc2)c1 | -4% | 9 | 8% | ? | 6% | 1 | -2% | 4% | -2
31 | CCN(CC)c1ncn(Cc2c(Cl)cccc2Cl)c2ncnc1-2 | ? | -10 | -1% | 0% | ? | -7 | ? | -28% | -2
32 | CC1CCCN(S(=O)(=O)c2ccccc2[N+](=O)[O-])C1 (stereo not given) | -1% | -20 | -4% | ? | 6% | -1 | 0% | 13% | -3
33 | CCOc1ccc(S(=O)(=O)N2CCN(C(=O)C3CC3C)CC2)cc1 (stereo not given) | -13% | 1 | 7% | 0% | 5% | 8 | -19% | -6% | -4
34 | Cc1c(CN2CCC(n3nccc3NC(=O)C3CCOC3)CC2)[nH]c2ccccc12 (stereo not given) | 1% | 13 | -10% | 28% | -5% | -1 | -4% | 4% | 2
35 | CSC1=NCCCN1C(=O)c1c(-c2ccccc2Cl)noc1C | -3% | 10 | 4% | -4% | 2% | 57 | -11% | 10% | 1
36 | Cc1cc(O)c(/C=N/c2ccccn2)c(=O)o1 | 7% | 5 | -2% | -4% | -8% | 26 | -8%[9.22 µM] | 3% | 0
37 | COC(=O)c1ccccc1NC(=O)c1cc2nc(C3CC3)cc(C(F)(F)F)n2n1 | -3% | 2 | -3% | ? | -16% | -15 | ? | -2% | 29
38 | CN(C)c1nc(C(=O)O)nc(N2CCOCC2)n1 | 8% | 4 | 0% | -1% | -3% | 24 | -5% | 17% | -8
39 | O=C(NCc1ccco1)c1ccccc1-c1nc(-c2ccccc2)no1 | -10% | 15 | -21% | 17% | 8% | -5 | -2% | -15% | 3
40 | COc1ccccc1/C=C(\NC(=O)c1ccccc1)C(=O)NCc1ccco1 | 6% | 4 | 3% | -22% | 2% | -4 | 3% | 25% | 4
41 | CC1(C)CC(NCc2ccc3c(c2)OCO3)CCO1 (stereo not given) | -3% | 15 | 2% | 1% | -2% | 8 | -3% | 1% | -2
42 | CCOCCC(=O)Nc1ncc(S(=O)(=O)c2ccc([N+](=O)[O-])cc2)s1 | -4% | -30 | ? | -4% | -1% | 0 | · | -6% | -6
43 | Cn1c(CC(=O)Nc2ccc(Cl)c(Cl)c2)nnc1SCC(=O)Nc1nccs1 | 9% | -16 | 2% | 2% | -5% | 3 | -6% | -2% | -1
44 | O=C(CN1C(=O)c2ccccc2C1=O)Nc1cc([N+](=O)[O-])ccc1O | 8% | -1 | ? | 15% | -2% | 10 | -4% | 19% | -1
45 | COc1ccc(Br)cc1/C=N/N1C(=O)CSC1=S | 1% | 7 | -1% | 22% | 10% | 28 | -14% | -11% | 18
46 | COc1cc(NC(=O)COC(=O)CSc2ccccc2F)c(C)cc1[N+](=O)[O-] | 9% | 2 | -1% | 29% | 4% | 15 | -20% | 1% | -1
47 | O=C(Nc1ccc(O)cc1)C1CC=CCC1 (stereo not given) | -1% | 29 | -1% | 27% | -6% | -11 | -3% | 3% | -2
48 | CC(=O)N1N=C(c2cccc([N+](=O)[O-])c2)OC1c1ccccc1Cl (stereo not given) | 10% | -60* | 9% | -12% | 15% | 9 | -1% | 7% | -3
49 | Cc1ccc(C(=O)C2=C(O)C(=O)N(Cc3cccnc3)C2c2ccc(Cl)cc2)o1 (stereo not given) | 6% | 0 | -10% | -16% | 2% | 30 | 10% | 1% | -8
50 | CCOC(=O)c1cc2occc2n1Cc1c(F)cccc1Cl | 14% | 4 | 2% | 23% | -1% | -6 | 1% | 16% | 3
51 | Cc1cc(OC(F)F)ccc1NC(=O)Nc1ccc([N+](=O)[O-])cc1 | -15% | 5 | ? | ? | -30% | ? | -11% | -1% | 5
52 | COc1cccc(-c2ncc3ccccc3c2COC(=O)CCCC(=O)O)c1 | -7% | 0 | 9% | -17% | 0% | 9 | 15%[9.22 µM] | 1% | -19
53 | CCOc1ccc2nc(SCC(=O)Nc3ccc4c(c3)OCCO4)[nH]c2c1 | -1% | 23 | 1% | -14% | 10% | -7 | 1%[9.22 µM] | -8% | -2
54 | CCn1c(C)nc2cc(C(=O)NNS(=O)(=O)c3ccc(C)c(C)c3)ccc21 | -5% | -21 | 7% | 30% | 8% | 3 | -2% | -6% | 1

Compound activity deposited in PubChem BioAssay by National Center for Advancing Translational Sciences (NCATS).
